Screening data from PubChem.
TEAD-YAP block: TEAD-YAP interaction inhibition. AID 1259422. HEK-TIYL cells, TEAD-Gal4/YAP UAS-luciferase luminescence. hit rate 1.4% among 640,000. inhibition, % at 9.12 µM; in the data active = inhibition above about 32%;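 also: 0% = median of test compound wells and 100% = reference inhibitor wells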
GPR151 ag: human GPR151 activation | AID 1508602 | activation, % at 11.2 µM | hit rate 1% among 650,000 | PathHunter beta-arrestin GPR151 cells, luminescence | Q8TDV0; in the data active = activation above about 4.9%;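 also: 0% = median of compound wells and 100% = cells with positive control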
Target sequence (Q8TDV0 whole entry, looked up): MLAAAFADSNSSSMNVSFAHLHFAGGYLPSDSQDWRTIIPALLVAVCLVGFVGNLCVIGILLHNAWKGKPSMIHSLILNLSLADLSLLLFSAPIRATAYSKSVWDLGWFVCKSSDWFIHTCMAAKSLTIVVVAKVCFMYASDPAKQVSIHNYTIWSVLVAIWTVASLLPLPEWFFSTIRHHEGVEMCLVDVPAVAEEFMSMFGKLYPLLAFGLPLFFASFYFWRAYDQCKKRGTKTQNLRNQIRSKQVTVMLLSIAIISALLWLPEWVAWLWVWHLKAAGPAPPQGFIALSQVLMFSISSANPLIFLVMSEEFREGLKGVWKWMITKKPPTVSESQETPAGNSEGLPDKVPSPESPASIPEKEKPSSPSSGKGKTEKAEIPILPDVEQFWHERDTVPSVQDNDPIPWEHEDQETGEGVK
FBW7 act: human FBW7 E3 ligase activation, primary screen. hit rate 0.13% among 650,000. AlphaScreen FBW7–phospho-cyclin E peptide binding, activator screen. AID 1259310. Q969H0. normalized activity (activation), % at 26.1 µM; in the data active = normalized activity above about 1.9%;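 also: purified mutant Fbw7 with reduced substrate affinity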
MITF inh: inhibitors of human MITF | AlphaScreen MITF homodimerization, bead proximity signal | inhibition, % at 2.6 µM | hit rate 0.91% among 650,000; in the data active = inhibition above about 50%;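 also: 0% = vehicle wells with protein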
Target sequence (O75030 whole entry, looked up): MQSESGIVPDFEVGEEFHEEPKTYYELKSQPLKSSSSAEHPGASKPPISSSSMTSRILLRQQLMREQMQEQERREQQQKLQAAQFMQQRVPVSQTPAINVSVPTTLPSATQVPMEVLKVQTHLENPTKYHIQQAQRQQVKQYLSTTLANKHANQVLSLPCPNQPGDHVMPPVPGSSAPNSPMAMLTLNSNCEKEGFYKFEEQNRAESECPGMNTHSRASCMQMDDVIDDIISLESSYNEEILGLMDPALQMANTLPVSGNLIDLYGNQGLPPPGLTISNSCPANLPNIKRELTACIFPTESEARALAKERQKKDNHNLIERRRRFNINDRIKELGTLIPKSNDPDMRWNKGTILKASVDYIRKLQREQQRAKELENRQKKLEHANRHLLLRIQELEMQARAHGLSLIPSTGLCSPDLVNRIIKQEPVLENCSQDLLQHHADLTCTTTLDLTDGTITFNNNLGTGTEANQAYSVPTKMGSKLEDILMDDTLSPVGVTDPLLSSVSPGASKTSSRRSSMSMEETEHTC
Active calls of the source: *.

SMILES | GPR151 ag | MITF inh | TEAD-YAP block | FBW7 act
O=C1NCCN1c1ccc(CN2CCN(C3CCCCC3)C(CCO)C2)cc1 (centres undefined) | -1.0 | 8.4 | -0.3 | 0.1
COc1ccc(C(=O)N2CCC(C(N)=O)CC2)cc1OC | 1.1 | -7.3 | 3.7 | -0.1
COc1ccc(-c2cc(Nc3ccccc3)nc(N)n2)cn1 | -2.0 | 0.6 | 0.2 | -0.1
COc1ccc(CN(CCC(c2ccccc2OC)C2CCOC(C)(C)C2)C(C)=O)cc1 (centres undefined) | -1.7 | 2.5 | 5.7 | 0.5
COC(=O)c1ccccc1NS(=O)(=O)c1ccc2c(c1)NC(=O)C(C)C(=O)N2 (centres undefined) | -0.6 | -2.0 | 3.6 | -0.1
O=C(NN1C(=O)/C(=C\c2ccccc2)SC1=S)c1ccccc1O | 1.9 | 11.9 | 2.3 | 0.1
COc1ccc(-n2c(C)cc(/C=C3/C(=N)N4C=CSC4=NC3=O)c2C)cc1 | -0.1 | 8.7 | -22.6 | -0.1
COc1cc(Cl)c(C)cc1NC(=O)C=C(C)C | -1.8 | 6.2 | -8.1 | 0.0
Cc1nn(S(=O)(=O)c2ccccc2)c(C)c1Sc1ccccc1 | 0.9 | -1.5 | 7.1 | 0.0
O=C(CCN1C(=O)C2C3C=CC(C4CC34)C2C1=O)Nc1ccc(F)cc1 (centres undefined) | -0.7 | 7.0 | 5.6 | 0.2
CCOC(=O)c1sc(N2C(=O)C(=O)/C(=C(/O)c3ccc(OCC)c(C)c3)C2c2ccccc2F)nc1C (centres undefined) | 0.1 | 0.9 | -8.8 | -0.1
CCNC(=O)C(=O)NCC1OCCCN1S(=O)(=O)c1ccc2c(c1)OCCO2 (centres undefined) | 3.1 | 1.5 | 5.9 | 0.2
Cc1nnc2sc(-c3ccc(NC(=O)CC45CC6CC(CC(C6)C4)C5)cc3)nn12 | 0.5 | -11.4 | -2.3 | -0.1
CCN(Cc1ccccc1)S(=O)(=O)c1ccc2c(c1)oc(=O)n2C | -0.1 | -1.2 | 5.7 | 0.0
O=C(c1cccc2ccccc12)N1CCN(c2ccccc2F)CC1 | 0.0 | -5.6 | -8.2 | 0.0
C=CCN(CC=C)Cc1c(C)[nH]c2ccc(Cl)cc2c1=O | 1.3 | 8.4 | 20.7 | 0.0
OCCN1CCN(c2cc(-c3cncc(-c4cccs4)c3)nc(-c3ccccc3)n2)CC1 | 0.1 | 0.9 | 0.5 | 0.0
CN(C)c1ccc(C(=O)NCCN2CCOCC2)cc1 | 2.3 | 3.2 | -10.9 | 0.0
O=c1[nH]cc(N=Cc2ccc(O)cc2)c(=O)[nH]1 | -0.8 | -2.4 | -0.9 | 0.6
COc1ccc(CN2CCNC(=O)C2CC(=O)NCCc2cnccn2)cc1C (centres undefined) | 0.0 | 14.1 | 0.6 | 0.1
N/C(=N\OC(=O)c1ccc(I)cc1)c1ccncc1 | 0.5 | 8.2 | -24.3 | 0.1
Cc1ccc(-n2cc(-c3ccccc3)c3c(NCc4ccccc4)ncnc32)cc1Cl | 0.5 | 5.9 | -5.5 | 0.0
Cc1cc(C)n2nc(CC(=O)NC3(c4ccc(F)cc4)CCCC3)nc2n1 | 3.1 | -7.5 | -5.4 | 0.1
CCNC(=O)N1CCC(N(C2CC2)S(=O)(=O)c2cccc(C(F)(F)F)c2)CC1 | -2.0 | 11.9 | -6.0 | 0.1
Cc1ccc2c(c1)C(c1ccccc1)CC(C)N2C(=O)CCCC(=O)O (centres undefined) | 0.5 | 21.2 | -3.9 | 1.1
O=C1C2C3C=CC(C3)C2C(=O)N1c1ccc(Cl)cc1Cl (centres undefined) | 1.2 | 1.7 | 3.3 | 0.1
O=C1CCCN1CCCNc1nc(NCCO)c2[nH]cnc2n1 | -0.1 | 13.1 | 5.4 | 0.6
Cc1ccc(C(C)C)c(OCC(=O)NNC(=O)/C=C/c2ccco2)c1 | -1.3 | 4.7 | 4.7 | -0.1
COCCN1C(=O)c2[nH]nc(-c3ccccc3O)c2C1c1ccc(O)c(OC)c1 (centres undefined) | 3.9 | 0.5 | 0.6 | -0.1
CCN1C(=O)CC(C(=O)Nc2cccc(Cl)c2)SC1=Nc1ccc(C(=O)OC)cc1 (centres undefined) | 1.9 | -16.6 | -1.6 | -0.1
COC(=O)CCC(=O)NNC(=O)c1ccc(OC)cc1 | 2.4 | 2.9 | 10.7 | -0.1
NC1CCN(Cc2cccc(F)c2)CC1 | -0.2 | -13.3 | -2.2 | -0.1
Cc1c(NC(=O)c2cnn3cc(Br)cnc23)c(=O)n(-c2ccccc2)n1C | -0.4 | 11.7 | -4.9 | 0.0
O=S(=O)(c1cccs1)N1CCN(S(=O)(=O)c2cccs2)CC1 | 0.4 | 5.5 | -1.3 | 0.1
COc1cc(OC)cc(C(=O)N=c2sc3cccc(OC)c3n2C)c1 | -1.6 | 17.4 | -3.3 | 0.2
COc1ccccc1-n1nc(C(=O)Nc2ccc3c(c2)OCCO3)c2ccccc2c1=O | 1.6 | 7.8 | -3.5 | 0.0
COc1ccc(C(=O)N2CC(C)CC(C)C2)c(OC)c1 (centres undefined) | -0.7 | 1.4 | 1.2 | -0.1
Cc1cc(N2CCOCC2)nc(-c2ccc(Br)cc2)n1 | 0.2 | 6.2 | 4.3 | 0.2
Cc1ccc(NC(=O)C(O)C(O)C(O)CO)cc1C (centres undefined) | -0.7 | 3.4 | -2.0 | 0.1
O=C(NC1CC1)c1ccnc(Nc2ccccc2)c1 | -1.3 | 17.2 | -4.2 | 1.1
CC(C)c1ccc(Nc2ncnc(N)c2[N+](=O)[O-])cc1 | -0.4 | -3.7 | -17.2 | 0.2
CCOC(=O)c1nnn(-c2nonc2N)c1CSc1nc2ncccc2[nH]1 | 0.2 | -1.7 | -6.9 | 0.0
CCOC(=O)c1cc2c(=O)n3ccccc3nc2n(Cc2ccco2)c1=NC(=O)c1ccccc1 | -1.1 | 1.6 | 17.4 | 0.0
COCC1CCCN(Cc2nc(NCCc3ccccc3OC)c3ccccc3n2)C1 (centres undefined) | 0.0 | -4.3 | 12.0 | -0.4
COC(=O)C(NC(=O)CCc1c(C)nc2cc(-c3ccccc3)nn2c1C)C(C)C (centres undefined) | 0.2 | 17.9 | 12.0 | 0.5
CCOC(=O)c1ccc(NC2=CC(=O)C(=O)c3ccccc32)cc1 | 0.0 | -0.1 | 20.8 | 0.1
CCCCCn1c(C)c2c(OCC)cccc(=O)c2c1C | 0.8 | 3.9 | 3.8 | 0.4
Cc1c(C(=O)N2CCC(C(N)=O)(N3CCCCC3)CC2)sc2ncnc(N3CCN(c4ccccn4)CC3)c12 | -0.7 | 1.1 | 23.2 | 0.1
C/C(=N\NC(=S)NCc1ccccc1)c1ccc(C)o1 | -1.6 | -7.6 | -4.9 | -0.4
O=C(CNc1ccc(Br)cc1Br)N/N=C/c1ccccc1 | -1.0 | 5.8 | -4.3 | 0.2

Another view of part of the listing above:
Under each structure – GPR151 ag	MITF inh	TEAD-YAP block	FBW7 act
O=C1C2C3C=CC(C3)C2C(=O)N1c1ccc(Cl)cc1Cl (centres undefined)
    1.2	1.7	3.3	0.1
O=C1CCCN1CCCNc1nc(NCCO)c2[nH]cnc2n1
    -0.1	13.1	5.4	0.6
Cc1ccc(C(C)C)c(OCC(=O)NNC(=O)/C=C/c2ccco2)c1
    -1.3	4.7	4.7	-0.1
COCCN1C(=O)c2[nH]nc(-c3ccccc3O)c2C1c1ccc(O)c(OC)c1 (centres undefined)
    3.9	0.5	0.6	-0.1
CCN1C(=O)CC(C(=O)Nc2cccc(Cl)c2)SC1=Nc1ccc(C(=O)OC)cc1 (centres undefined)
    1.9	-16.6	-1.6	-0.1
COC(=O)CCC(=O)NNC(=O)c1ccc(OC)cc1
    2.4	2.9	10.7	-0.1
NC1CCN(Cc2cccc(F)c2)CC1
    -0.2	-13.3	-2.2	-0.1
Cc1c(NC(=O)c2cnn3cc(Br)cnc23)c(=O)n(-c2ccccc2)n1C
    -0.4	11.7	-4.9	0.0
O=S(=O)(c1cccs1)N1CCN(S(=O)(=O)c2cccs2)CC1
    0.4	5.5	-1.3	0.1
COc1cc(OC)cc(C(=O)N=c2sc3cccc(OC)c3n2C)c1
    -1.6	17.4	-3.3	0.2
COc1ccccc1-n1nc(C(=O)Nc2ccc3c(c2)OCCO3)c2ccccc2c1=O
    1.6	7.8	-3.5	0.0
COc1ccc(C(=O)N2CC(C)CC(C)C2)c(OC)c1 (centres undefined)
    -0.7	1.4	1.2	-0.1
Cc1cc(N2CCOCC2)nc(-c2ccc(Br)cc2)n1
    0.2	6.2	4.3	0.2
Cc1ccc(NC(=O)C(O)C(O)C(O)CO)cc1C (centres undefined)
    -0.7	3.4	-2.0	0.1
O=C(NC1CC1)c1ccnc(Nc2ccccc2)c1
    -1.3	17.2	-4.2	1.1

Look-ups from the entries so far.
COc1cc(OC)cc(C(=O)N=c2sc3cccc(OC)c3n2C)c1 in GPR151 ag → -1.6
Cc1c(C(=O)N2CCC(C(N)=O)(N3CCCCC3)CC2)sc2ncnc(N3CCN(c4ccccn4)CC3)c12 in TEAD-YAP block → 23.2

Carrying on.
SMILES | GPR151 ag | MITF inh | TEAD-YAP block | FBW7 act
Cc1ccc(Cl)cc1NC(=O)c1c(-c2c(Cl)cccc2Cl)noc1C | 6.0* | 15.8 | 3.6 | 0.5
CCOc1ccc(NC(=O)CN(c2ccc(Cl)cc2Cl)S(=O)(=O)c2ccccc2)cc1 | 1.7 | 4.0 | 5.3 | -0.1
CCCn1c(NC(=O)COc2ccccc2F)nc2ccccc21 | -0.5 | 3.5 | 5.5 | 0.3
O=C1CCC(C(=O)OCC(=O)c2ccc([N+](=O)[O-])cc2)N1 (centres undefined) | -0.2 | 14.5 | -0.6 | -0.1
CN(CCc1ccccn1)Cc1ccccc1[N+](=O)[O-] | -0.2 | 57.1* | 1.5 | 0.0
COc1ccc(OC)c(N(CC(=O)Nc2ccc(C)cc2C)S(=O)(=O)c2ccccc2)c1 | 0.1 | -3.4 | 0.1 | -0.1
CCN(CC)C(=O)C(=O)Nc1c(F)cccc1F | -0.4 | -4.9 | 0.1 | -0.1
COc1cccc(/C=N/NC(=O)C(=O)Nc2ccccc2C)c1 | -0.5 | 3.9 | -6.2 | 0.2
CCc1cc(-c2oncc2-c2ccc(Br)cc2)c(O)cc1OC | 0.2 | -3.1 | 54.5* | -0.1
CS(=O)(=O)N1CCN(Cc2nnnn2-c2ccc(Cl)cc2)CC1 | -1.5 | 12.1 | 16.3 | 1.3
COc1ccc(NC(=O)c2cc(-c3ccccc3)nc3ccccc23)cc1 | -2.0 | 14.7 | -14.6 | 0.2
O=C(CSc1nc2[nH]ncc2c(=O)n1-c1ccc(Cl)cc1)Nc1ccc(C(F)(F)F)cc1 | 0.7 | 9.6 | 5.0 | 0.1
CCCCCc1c2c(C)c(C(=O)OCC)nc-2cc2n1CC(C)=C2C | 1.9 | 5.8 | 41.2* | 0.1
CCN(c1ccccc1)c1nc2ccc(C)cc2n2cnnc12 | -1.2 | -8.5 | -33.0 | -0.1
C=CCNC(=O)/C=C/c1ccc(OCc2ccccc2)cc1 | 0.0 | 11.1 | -4.9 | 0.5
Cc1ccc(S(=O)(=O)Nc2ccc(Cl)cc2)cc1 | 0.2 | -1.2 | 0.1 | 0.0
Cc1ccc(N2C(=O)NC(=O)/C(=C\c3ccc(N4CCCC4)o3)C2=O)cc1 | -0.7 | -1.1 | 2.0 | -0.1
CCOC(=O)C1=C(N)OC2=C(C(=O)CC(C)(C)C2)C1c1cccc(I)c1 (centres undefined) | -1.1 | 15.0 | 8.4 | 0.5
CCOc1ccc(OCC)c(S(=O)(=O)NCc2ccccn2)c1 | 0.0 | 6.1 | 9.3 | 0.0
Cc1cc(C(=O)N(C)C2CCCCC2)on1 | -1.2 | 8.0 | 1.7 | 0.1
CCc1ccc(C(=O)COC(=O)CNC(=O)c2ccco2)cc1 | 2.7 | -5.0 | -0.4 | -0.1
O=C(O)c1cc(NCc2ccccc2C(F)(F)F)ccc1N1CCOCC1 | -0.6 | 6.2 | 10.4 | 0.1
Cc1nnc(SCC(=O)Nc2ccc3c(c2)OCO3)s1 | -0.1 | 13.7 | 4.1 | 0.9
CCN(Cc1ccccc1)C(=O)Cn1c(=O)n(C2CCCC2)c(=O)c2ccccc21 | -1.3 | -41.8 | 17.4 | 0.0
CC(C)(C)CC(=O)Nc1nnc(SCC(=O)NC2CCCC2)s1 | 2.2 | -6.7 | 2.8 | -0.2
Cc1nn(C(C)C(=O)NC(C)C)c(=O)c2c1sc1ccccc12 (centres undefined) | 0.0 | 5.2 | 6.0 | 0.2
CCOC(=O)c1c(NC(=O)CSc2nnc(CNC(=O)c3ccc(C)c(C)c3)n2-c2ccccc2OC)sc2c1CCC2 | 0.9 | 8.1 | -1.4 | 0.3
O=S(=O)(Nc1ccc(S(=O)(=O)N2CCCCC2)cc1)c1ccc(F)cc1 | -0.1 | 7.2 | 1.8 | -0.1
Cc1nc(SCC(=O)c2cccs2)c2c(C)c(C)sc2n1 | 0.9 | 6.0 | -10.9 | 0.2
CCOC(=O)c1cnc2c(C)cc(Cl)cc2c1Nc1ccccc1OC | -1.3 | -14.0 | -12.3 | 0.1
O=[N+]([O-])c1ccccc1S(=O)(=O)N1CCN(Cc2ccc(Cl)cc2)CC1 | -1.2 | 73.2* | 4.0 | -0.3
